Assay outcomes deposited in PubChem by The Scripps Research Institute Molecular Screening Center.
ARFGAP1 inhibitor: inhibitors of rat ARFGAP1 GAP activity, primary screen, biochemical, fluorescence polarization, GDP tracer; ADP-ribosylation factor GTPase-activating protein 1 (Rattus norvegicus), Q62848; Arfgap1-stimulated ARF1 GTP hydrolysis, GDP FP detection; inhibition, % at 16.5 µM; 360,000 tested, 0.26% active;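 active means inhibition above a per-plate limit, mean inhibition of low control wells plus 3 SD, cut at about 25% in these data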;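 further: 0% = DMSO wells with enzyme and 100% = wells lacking Arfgap1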
Target sequence (Q62848 1-136 limits assumed): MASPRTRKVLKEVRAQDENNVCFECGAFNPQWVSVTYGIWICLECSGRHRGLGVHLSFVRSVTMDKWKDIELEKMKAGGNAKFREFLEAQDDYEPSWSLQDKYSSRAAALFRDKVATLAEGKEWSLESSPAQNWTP
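System: truncated rat Arfgap1 GAP domain / Benchmarks: high control wells lacking Arfgap1, low control full reaction with DMSO / Times: compound-enzyme preincubation 20 min, reaction 120 min, detection 60 min, 25 °C / Repeats: one replicate per compound / Also added: human ARF1(Δ1-17)-GTP substrate / Measured by: Tracer-displacement fluorescence polarization with EDTA stop, 620/688 nm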
PLCg1 inh: PLC-gamma1 enzyme inhibitors, primary screen, biochemical, fluorescence, purified enzyme. 1-phosphatidylinositol 4,5-bisphosphate phosphodiesterase gamma-1 (Homo sapiens), P19174. fluorogenic substrate. inhibition, % at 12.2 µM. 370,000 tested, 0.84% active; in the data active means inhibition above about 9.5%
ADAM17 inh: ADAM17 inhibitors, primary screen, biochemical, QFRET. Disintegrin and metalloproteinase domain-containing protein 17 (Homo sapiens), P78536. recombinant ADAM17, EDANS/DABCYL FRET peptide cleavage. 370,000 tested, 0.83% active. inhibition, % at 6.95 µM;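 active means inhibition above the mean of compounds lying between control limits plus 3 SD, set per campaign, cut at about 8.5% in these data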;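 further: 0% = DMSO-only wells as the low control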
Tn6 DDE FP: inhibitors of Tn6 peptide binding to fibrin DD(E), primary screen, biochemical, fluorescence polarization, human fibrin, Tn6 probe. Fibrinogen beta chain (Homo sapiens), P02675. Fibrin DD(E) TRITC-Tn6 fluorescence polarization displacement. inhibition, % at 8.3 µM. 370,000 tested, 0.21% active. AID 720509, 2013;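 active means inhibition above a per-campaign cutoff: mean of compounds within control limits plus 3 SD, cut at about 15% in these data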;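 further: 0% = median of all compound wells on the plate and 100% = blocking peptide control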
ASAP1 inh: inhibitors of human ASAP1 ArfGAP activity, primary screen, biochemical, fluorescence polarization; AID 624377, 2012; 360,000 tested, 0.19% active; ASAP1-stimulated ARF1 GTP hydrolysis, GDP FP detection; inhibition, % at 16.5 µM; in the data active means inhibition above about 25%;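 further: 0% = vehicle with enzyme and substrate and 100% = no enzyme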
proKLK7 act: proKLK7 zymogen activators, primary screen, biochemical, fluorescence intensity; Kallikrein-7 (Homo sapiens), P49862; activation, % at 7 µM; purified proKLK7, EDANS-DABCYL substrate fluorescence; 100% is mature enzyme control, 0% vehicle; 370,000 tested, 0.9% active;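 active means activation above the mean of all tested compounds plus 3 SD, computed per campaign excluding outliers beyond control limits, cut at about 13% in these data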
TDP2 absorb: human TDP2 enzyme inhibitors, primary screen, biochemical, epi absorbance, recombinant enzyme; Tyrosyl-DNA phosphodiesterase 2 (Homo sapiens), O95551; T5PNP hydrolysis, p-nitrophenol absorbance 415 nm; inhibition, % at 12.8 µM; 370,000 tested, 0.34% active; AID 720702, 2013;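 active means inhibition above the mean of all tested compounds plus 3 SD, set per campaign, cut at about 25% in these data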;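 further: 0% = DMSO with enzyme and 100% = buffer with substrate but no TDP2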
Target sequence (O95551 whole entry, looked up): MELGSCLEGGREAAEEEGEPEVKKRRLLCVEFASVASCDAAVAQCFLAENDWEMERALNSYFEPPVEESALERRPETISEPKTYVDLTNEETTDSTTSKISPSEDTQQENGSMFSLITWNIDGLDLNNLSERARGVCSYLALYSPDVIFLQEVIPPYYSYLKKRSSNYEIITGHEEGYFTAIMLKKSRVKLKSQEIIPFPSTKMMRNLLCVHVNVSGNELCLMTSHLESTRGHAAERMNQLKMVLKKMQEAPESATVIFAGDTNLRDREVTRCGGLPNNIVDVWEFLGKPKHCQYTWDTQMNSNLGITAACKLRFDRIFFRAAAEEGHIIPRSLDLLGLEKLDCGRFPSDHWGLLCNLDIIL
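System – recombinant human TDP2 · Amount – 120 nM TDP2 per well · Buffer or medium – Mg2+-containing Tris-HCl buffer, pH 7.5 · Reagent – T5PNP substrate, 5 mM · Dosing – 12.8 µM single point, 1% DMSO · Incubation – 2 h at 37 °C · Measured by – epi absorbance · Read-out basis – percent inhibition · Benchmarks – high control without enzyme, low control DMSO plus TDP2 · Repeats – singlicate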
LEDGF integ inh: blockers of LEDGF/p75-dependent integrase strand transfer – biochemical, TR-FRET, high throughput, primary screen | TR-FRET IN-LEDGF/p75 DNA integration, Eu/Cy5 | inhibition, % at 3.7 µM | 370,000 tested, 0.64% active;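 active means inhibition above the screen-wide mean plus 3 SD, cut at about 13% in these data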;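 further: signal is the Cy5 over europium emission ratio at 671 and 618 nm; 0% = plate median of compound wells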
ADAM10 inh: human ADAM10 inhibitors, primary screen, biochemical, QFRET, HTS; Disintegrin and metalloproteinase domain-containing protein 10 (Homo sapiens), O14672; 370,000 tested, 0.62% active; inhibition, % at 7 µM; AID 720582, 2013; recombinant ADAM10, EDANS/DABCYL FRET peptide cleavage, 3 h;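 active means inhibition above a per-campaign cutoff equal to the mean of compounds falling between control-based bounds plus 3 SD, cut at about 20% in these data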;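 further: 0% = DMSO wells while the 100% control is not disclosed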
Target sequence (O14672 214-748 limits assumed): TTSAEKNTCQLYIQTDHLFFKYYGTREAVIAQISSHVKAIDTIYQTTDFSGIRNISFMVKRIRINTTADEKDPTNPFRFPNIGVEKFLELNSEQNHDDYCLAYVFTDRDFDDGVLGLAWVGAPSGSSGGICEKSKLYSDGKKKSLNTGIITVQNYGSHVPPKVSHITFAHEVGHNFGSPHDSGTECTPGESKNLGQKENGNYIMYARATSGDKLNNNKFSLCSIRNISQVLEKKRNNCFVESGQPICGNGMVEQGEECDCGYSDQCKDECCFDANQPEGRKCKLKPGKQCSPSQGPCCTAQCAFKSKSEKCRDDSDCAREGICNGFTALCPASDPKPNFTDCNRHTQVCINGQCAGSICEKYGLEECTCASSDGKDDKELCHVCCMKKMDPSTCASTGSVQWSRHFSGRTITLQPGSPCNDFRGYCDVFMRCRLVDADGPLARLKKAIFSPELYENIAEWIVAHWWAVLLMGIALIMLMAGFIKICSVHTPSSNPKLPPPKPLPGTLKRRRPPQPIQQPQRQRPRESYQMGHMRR
Tn7 DDE FP: inhibitors of Tn7 peptide binding to fibrin DD(E), primary screen, biochemical, fluorescence polarization, human fibrin, Tn7 probe; FP displacement of FITC-Tn7 peptide from fibrin DD(E); 0% = median of compound wells per plate; AID 720508, 2013; Fibrinogen beta chain (Homo sapiens), P02675; inhibition, % at 8.3 µM; 370,000 tested, 0.13% active;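 active means inhibition above the mean of compounds falling within the control limits plus 3 SD of them, cut at about 14% in these data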;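 further: 0% = plate median of compound wells and 100% = 10 µM Aha-Tn7 peptide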
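Assay system: human fibrin DD(E). Input: DD(E) 2 µM final. Medium: Tris buffer with calcium and detergent, pH 7.8. Compound dosing: single point at 8.3 µM. Timing: 10 min plus 3 h, room temperature. Technique: fluorescence polarization of the labelled Tn7 tracer. Read-out: percent inhibition. Replicates: singlicate testing.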
Active calls of the source: *; nt = no result given.

SMILES	ARFGAP1 inhibitor	PLCg1 inh	ADAM17 inh	Tn6 DDE FP	ASAP1 inh	proKLK7 act	TDP2 absorb	LEDGF integ inh	ADAM10 inh	Tn7 DDE FP
C=C(C)c1cccc(C(C)(C)NC(=O)NNC(=O)c2ccccc2O)c1	5.8	-10.8	-13.3	2.2	-2.8	-2.3	-8.6	-1.7	-39.3	3.7
CC(=O)N1CCN(CC(=O)Nc2c(Cl)cccc2Cl)CC1	13.7	-0.7	0.2	1.3	-3.1	0.5	4.9	2.3	2.8	0.4
COc1cccc(CNC(=O)COC(=O)/C(C#N)=C/c2ccc(N(C)C)cc2)c1	9.8	-4.5	0.6	1.4	-3.0	0.4	-4.4	0.1	-4.1	1.2
O=C(c1ccc(C(F)(F)F)cc1)N1CCC(=O)N([C@H](COCc2ccc(Cl)cc2)Cc2ccccc2)CC1	7.6	3.2	6.3	-8.0	5.2	0.4	-4.5	3.0	13.2	5.8
Cc1nc2ccc(S(=O)(=O)NCC(=O)N(C)Cc3ccccc3F)cc2s1	nt	-0.7	-3.8	-0.3	nt	-0.3	0.9	-0.8	-9.5	6.0
Cc1ccc(NC(=O)c2ccc(NCCN)c([N+](=O)[O-])c2)cc1	0.0	-0.9	-0.3	4.2	-3.7	-0.5	1.6	-2.1	0.0	2.4
Cc1ccc(-c2nnc(SCC(N)=O)n2C)cc1	-10.5	2.7	-0.9	4.1	-10.9	0.1	4.7	4.4	-0.5	-0.1
CCOCC(=O)Nc1ccc2c(c1)N(S(=O)(=O)c1cccs1)CCC2	1.4	-0.2	-0.8	-8.8	1.9	-0.4	12.9	2.7	0.3	-5.3
CCOC(=O)/C(C#N)=C\c1ccc(OC)c(OC)c1	8.0	-0.8	1.4	5.0	4.0	0.3	-0.9	-1.0	1.2	0.3
CC(=O)c1cnc2nc(SCc3ccc(C)cc3)nn2c1C	-5.3	-0.7	-4.2	1.2	3.6	-0.1	0.8	4.4	4.9	0.8
N#Cc1ccccc1Sc1ccccc1C(=O)OCC(=O)NC12CC3CC(CC(C3)C1)C2	-4.1	-0.1	5.5	-2.5	5.8	0.2	9.7	0.6	4.2	2.4
COc1cc(N/N=C/c2ccccc2O)ncn1	12.0	-18.3	-18.5	-1.4	-6.6	-31.9	-22.0	-0.1	-75.8	-7.7
Cn1cnnc1SCC(=O)c1cc2ccccc2o1	-1.2	-0.1	-0.1	2.9	18.6	-0.2	-10.9	1.6	-3.1	-12.6
COc1cccc(CNc2nc3cc(C(C)=C(C)C)sc3c(=O)n2C)c1	12.9	-48.8	-0.5	7.7	10.2	1.6	-8.0	7.6	-7.3	-5.2
O=c1[nH][nH]c(C(F)(F)F)c1/C=N/N1CCOCC1	-3.5	-2.4	-2.2	4.9	4.1	-0.6	6.3	-1.1	2.3	5.0
COc1ccc(N(C(=O)c2ccco2)C(C(=O)NC2CCCC2)c2ccccc2)cc1 (stereo not drawn)	-4.3	1.6	1.7	-0.6	7.6	0.0	-7.4	3.1	3.7	-4.6
CS(=O)(=O)N(CC(=O)Nc1ccccc1Br)Cc1ccccc1	-12.3	-0.8	-0.9	-0.9	-0.3	0.5	2.8	-5.8	-3.6	3.9
Cc1occc1-c1nnc(SCC(=O)c2ccc(Cl)cc2)n1C	19.1	-1.0	-0.8	-0.1	-7.4	0.8	-3.2	0.8	2.9	3.1
COC(=O)[C@H](Cc1ccccc1)NC(=O)N1CCCCC1C (stereo partly drawn)	-1.6	0.6	-6.5	-3.4	7.3	0.1	11.3	-2.5	-4.8	-2.3
COc1ccc(NC(=O)CSc2n[nH]c(C(C)C)n2)c([N+](=O)[O-])c1	6.6	0.1	-5.7	-1.3	17.5	-0.1	12.8	-2.6	3.2	2.9
Cc1ccc(NC(=O)NN(C)c2c(Cl)c(Cl)nn2C)cc1	2.0	-2.2	-1.6	-2.1	-9.7	-0.1	-1.8	-0.2	-6.6	-4.9
CCCCn1c(N)c(N(CCC(C)C)C(=O)COC(=O)c2sccc2C)c(=O)[nH]c1=O	-8.3	-1.9	-4.4	1.4	-1.3	0.3	-2.2	1.0	-9.1	-3.4
CN(Cc1ccccc1)C(=O)c1cccc(NC(=O)Cc2cccc(NC(=O)C3CCN(C(=O)C4CC4)CC3)c2)c1	-3.3	-0.8	-0.2	-0.9	6.8	0.2	7.0	3.6	-0.8	0.5
Cc1onc(-c2c(Cl)cccc2Cl)c1C(=O)N(C)Cc1ccccc1	-11.0	-0.6	0.5	5.6	4.5	0.0	-15.7	-8.8	-4.0	-0.9
Cc1ccccc1NC(=O)C1CCCN1S(=O)(=O)c1ccc2c(c1)n(C)c(=O)c(=O)n2C (stereo not drawn)	-2.3	-9.2	-13.6	10.0	-4.3	0.3	-8.0	1.8	-36.1	1.5
COC(=O)[C@]12C[C@H](CC(=O)NCc3cccc(C(F)(F)F)c3)C(=O)N(Cc3ccc4c(c3)OCO4)C1=C[C@H](COCc1ccccc1)O[C@@H]2C	5.1	0.1	4.0	-3.4	2.4	0.6	-5.5	-1.1	7.1	-5.5
CC(=O)Nc1ccc(OCC(O)CN2CCN(Cc3ccccc3)CC2)cc1 (stereo not drawn)	-14.7	1.5	-1.8	-1.5	-15.5	-0.2	8.2	-0.7	-9.2	-5.0
CCOc1ccc(/C=C2\NCCc3cc(OCC)c(OCC)cc32)cc1OCC	nt	-303.7	-98.5	-2.6	nt	-1.8	6.3	12.2	-299.4	0.0
COc1ccc(C(=O)Nc2ccccc2C(=O)NC(Cc2ccc(O)cc2)C(=O)NNC(=O)c2ccc(C)cc2)cc1 (stereo not drawn)	3.6	5.7	-11.1	-7.3	1.9	-0.2	-22.3	-10.2	-50.9	-4.7
O=C1c2ccccc2C(=O)N1CCc1nc(-c2cccnc2)no1	-4.1	-3.4	-1.5	0.2	2.1	-0.2	2.3	0.5	-6.3	3.2
CCOC(=O)C1=C(C)N(CCCC(=O)O)C(=O)NC1c1ccccc1Cl (stereo not drawn)	8.3	1.1	-2.4	3.9	7.4	0.8	4.4	1.6	0.3	-4.7
CC1(C)OC(C(=O)NC2CCCCC2)C(C(=O)NC2CCCCC2)O1 (stereo not drawn)	1.3	2.8	0.2	-7.9	-21.1	0.3	0.8	-3.3	-2.4	-1.2
O=C(CN1C(=O)C(=O)N(C2CCCC2)C1=O)Nc1ccc(Cl)cc1C(F)(F)F	-11.9	1.0	-5.1	8.2	-1.1	-0.1	10.5	2.7	-6.7	1.1
Cc1ccccc1SCC(=O)Nc1cccc(C#N)c1	-2.8	0.3	-3.0	6.4	-5.7	0.1	1.1	1.9	0.1	-2.9
CCOC(=O)C1=C(CSc2nc3ccccc3s2)NC(=O)NC1c1ccc(OC)cc1 (stereo not drawn)	-2.8	0.6	4.1	1.6	0.1	-0.2	2.3	1.7	11.2	0.6
COc1ccc(CN(C)C(=O)C(Cc2ccccc2)NC(=O)c2ccccc2)c(OC)c1OC (stereo not drawn)	-0.2	2.5	-2.0	-2.9	-5.8	-0.4	5.9	-0.7	-2.7	-1.1
COc1cc(C(O)c2nc(-c3ccccc3C)cs2)ccc1F (stereo not drawn)	-2.5	-1.2	-2.1	4.1	-4.5	-1.3	7.0	-2.6	-1.2	9.7
O=C(NN1C(=O)C2C3C=CC(O3)C2C1=O)c1cccc(Br)c1 (stereo not drawn)	2.6	2.1	-0.6	-5.6	-6.3	-0.3	-9.3	-0.6	9.8	5.3
O=[N+]([O-])c1ccc(Nc2cccc(F)c2)nc1	-0.7	-11.8	3.5	1.9	-3.0	0.2	0.3	-2.9	6.0	4.6
CCCn1nc(C(=O)OCC(=O)Nc2ncc(Cl)c(C)c2Cl)c2ccccc2c1=O	0.9	-1.2	-4.9	-1.4	-6.0	-0.5	-0.6	0.3	-9.2	-5.7
CCc1nc(N2CCN(C(=O)CCl)CC2)c2c3c(sc2n1)CC(C)CC3 (stereo not drawn)	0.7	-4.2	-6.8	3.5	0.6	0.1	0.2	-4.7	-26.5	2.3
CC(=O)c1cc(-c2ccccc2)n(CCC(=O)NC2CCCCC2)c1C	4.1	-4.4	-2.0	2.7	-6.5	-0.2	-4.2	0.8	-3.9	-5.2
O=C(COC(=O)CCC(=O)c1cccs1)NCc1cccs1	-9.6	-1.0	-6.0	0.7	-8.6	-0.5	-6.1	2.6	-5.8	3.5
N#CCc1ccc(OC[C@@H](O)CN2CCC(C(O)(c3ccccc3)c3ccccc3)CC2)cc1	nt	1.4	0.4	4.2	nt	0.2	-6.8	-3.2	-1.7	-3.5
CC(NC(=O)COC(=O)/C=C/c1ccc(Cl)cc1)c1ccccc1 (stereo not drawn)	3.5	2.0	0.1	-1.8	0.4	0.4	-5.6	0.2	6.7	-3.6

3 of the entries above in order of the LEDGF integ inh value, highest first:
molecule	LEDGF integ inh
COc1ccc(CN(C)C(=O)C(Cc2ccccc2)NC(=O)c2ccccc2)c(OC)c1OC (stereo not drawn)	-0.7
O=[N+]([O-])c1ccc(Nc2cccc(F)c2)nc1	-2.9
CC1(C)OC(C(=O)NC2CCCCC2)C(C(=O)NC2CCCCC2)O1 (stereo not drawn)	-3.3
